Compound activity (PubChem)
Bim-Bcl-B: inhibitors of Bim-Bcl-B interaction, human. Q9HD36. bead-based flow cytometry, Bim peptide-Bcl-B binding. 190,000 compounds, 0.073% hits. inhibition, % at 10 µM;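 further: 0% = tracer peptide without compound and 100% = reference inhibitor peptide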
Rac1 mut GTP: human Rac1 activated mutant GTP binding change | P63000 | GST-Rac1 activated beads, fluorescent GTP binding, flow cytometry; actives lie on both sides; 100% means binding = to untreated wells | percent activity (GTP binding), % at 10 µM | 190,000 compounds, 0.11% hits;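 active means GTP binding at least 20 percentage points away from the 100% baseline, in either direction, so actives lie on both sides; inconclusive means Compound likely fluorescent itself, or too few beads counted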
Cdc42 wt GTP: modulators (inhibitors or activators) of GTP binding to human Cdc42 wildtype; GST-Cdc42 beads, Bodipy-GTP binding, flow cytometry; actives lie on both sides; percent activity (GTP binding), % at 10 µM; 190,000 compounds, 0.2% hits;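 active means percent activity GTP binding at least 20 points away from the 100% baseline, either down as inhibitor or up as activator; inconclusive means compound flagged as likely green fluorescent from well-wide comparison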;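 further: median bead fluorescence of bound Bodipy-FL-GTP at 100 nM; 0% = excess unlabeled GTP control and 100% = no compound control; below 100% means less GTP binding so inhibitor and above means activator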
Target sequence (P60953 whole entry, looked up): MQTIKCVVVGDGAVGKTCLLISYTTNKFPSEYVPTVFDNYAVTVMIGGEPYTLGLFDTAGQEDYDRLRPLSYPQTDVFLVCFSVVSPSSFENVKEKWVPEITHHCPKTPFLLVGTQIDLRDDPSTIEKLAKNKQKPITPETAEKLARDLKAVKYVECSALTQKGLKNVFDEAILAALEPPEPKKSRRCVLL
Bim-Bcl-2: inhibitors of Bim-Bcl-2 interaction, human | 190,000 compounds, 0.06% hits | P10415 | AID 950 | inhibition, % at 10 µM | Bead-based flow cytometry, Bim peptide-Bcl-2 binding; in the data active means inhibition above about 40%; inconclusive means no clear call, values can overlap the other calls;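 further: 0% = no compound wells with probe peptide and 100% = reference peptide inhibitor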
Target sequence (P10415 whole entry, looked up): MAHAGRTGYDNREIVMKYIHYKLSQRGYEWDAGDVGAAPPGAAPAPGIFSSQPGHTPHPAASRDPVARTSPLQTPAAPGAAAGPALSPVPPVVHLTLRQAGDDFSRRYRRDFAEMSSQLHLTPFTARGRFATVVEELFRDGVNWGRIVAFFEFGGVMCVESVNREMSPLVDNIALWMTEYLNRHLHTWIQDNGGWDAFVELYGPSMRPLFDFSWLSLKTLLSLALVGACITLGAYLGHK
Bim-Bcl-XL: human Bim-Bcl-XL interaction inhibition; Q07817; Bim peptide-Bcl-XL binding, bead flow cytometry, fluorescence; inhibition, % at 10 µM; 190,000 compounds, 0.04% hits
Rac1 wt modul: alters GTP binding to wildtype human Rac1; P63000; GTP binding activity (% of control), % at 10 µM; 190,000 compounds, 0.27% hits; GST-Rac1 beads, fluorescent GTP binding, flow cytometry; actives lie on both sides; 0 = cold GTP competed, 100 = untreated;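 active means GTP binding activity at least 20 points away from the 100% control level, either lower or higher; inconclusive means compound flagged as likely green fluorescent, judged across all proteins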
Bim-Bfl-1: inhibitors of Bim-Bfl-1 interaction, human; 190,000 compounds, 0.12% hits; AID 1008; inhibition, % at 10 µM; Bead-based flow cytometry, Bim-Bfl-1 binding inhibition;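 further: 0% = wells without compound plus tracer and 100% = blocker peptide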
Bcl-W Bim block: disrupts Bim peptide binding to human Bcl-W | 190,000 compounds, 0.02% hits | AID 952 | bead-based flow cytometry | inhibition, % at 10 µM;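 further: 0% = bound tracer without compound and 100% = peptide blocker; higher means less fluorescent Bim peptide bound to Bcl-W beads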
Target sequence (Q92843 whole entry, looked up): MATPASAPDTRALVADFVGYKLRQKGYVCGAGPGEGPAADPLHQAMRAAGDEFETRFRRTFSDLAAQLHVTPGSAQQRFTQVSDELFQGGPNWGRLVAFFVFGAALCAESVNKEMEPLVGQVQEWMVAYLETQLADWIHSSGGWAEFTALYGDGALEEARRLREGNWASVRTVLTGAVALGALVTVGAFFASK
HRas wt GTP: modulators of GTP binding to human HRas wildtype; P01112; GST-Ras wt beads, Bodipy-FL-GTP binding, flow cytometry; actives lie on both sides; GTP binding activity, % at 10 µM; 190,000 compounds, 0.14% hits;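 active means GTP binding activity at least 20% away from the 100% baseline, either lowered as inhibitor or raised as activator; inconclusive means flagged as likely green fluorescent, judged across all proteins in the well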;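 further: 0% = unlabeled GTP competition control and 100% = no-compound control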
Target sequence (P01112 whole entry, looked up): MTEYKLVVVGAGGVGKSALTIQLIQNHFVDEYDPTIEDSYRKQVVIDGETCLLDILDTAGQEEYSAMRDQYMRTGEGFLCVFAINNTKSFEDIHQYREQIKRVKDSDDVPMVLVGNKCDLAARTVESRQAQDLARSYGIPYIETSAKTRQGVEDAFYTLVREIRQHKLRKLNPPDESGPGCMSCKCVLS
Rab7 wt modul: alters GTP binding to wildtype dog Rab7; GTP binding activity (percent of control), % at 10 µM; GST-Rab7 beads, fluorescent GTP binding, flow cytometry; actives lie on both sides; untreated = 100%, excess cold GTP = 0%; 190,000 compounds, 0.055% hits;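 active means fluorescent GTP binding to Rab7 beads changed by at least 20 points from the 100% baseline, either direction, mostly lower; inconclusive means compound itself probably fluorescent, or too few beads counted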;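 further: median green fluorescence of bound Bodipy-FL-GTP per Rab7 bead population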
Rab2 wt GTP: changes GTP binding to wildtype dog Rab2A, up or down; GTP binding activity, % at 10 µM; GST-Rab2 wt beads, Bodipy-GTP binding, flow cytometry; 190,000 compounds, 0.19% hits; P61105;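 active means GTP binding activity at least 20 points away from 100%, either lowered or raised; inconclusive means signal likely due to the compound's own green fluorescence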;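 further: 0% = beads with excess unlabeled GTP and 100% = no-compound control corrected for plate trend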
An asterisk follows results filed as active; ? = inconclusive; · = no result given. Unless noted, no stated cut-off is given here; in the data, active means inhibition above about 40%.

A first look:
Bim-Bcl-B	Rac1 mut GTP	Cdc42 wt GTP	Bim-Bcl-2	Bim-Bcl-XL	Rac1 wt modul	Bim-Bfl-1	Bcl-W Bim block	HRas wt GTP	Rab7 wt modul	Rab2 wt GTP	smiles
-1	97	97	-3	0	104	0	-1	98	101	98	O=C(CSCc1c(Cl)cccc1Cl)Nc1ccc2c(c1)OCCO2
-5	99	100	-2	-4	99	-3	-1	99	98	98	C=CCSc1nnc(-c2nnc(SCC=C)n2CC)n1CC
-8	98	99	-10	3	98	-15	-2	98	95	97	CCCn1c(NCc2ccc3c(c2)OCO3)nc2ccccc21
-5	97	101	0	-5	102	-3	-3	98	97	99	CC(C)n1c(SCC(=O)Nc2nc3ccccc3s2)nc2c1c(=O)n(C)c(=O)n2C
-8	101	105	-8	-2	110	-13	0	102	102	102	CC(=O)c1ccc(NC(=O)CSCCO)cc1
-7	98	102	-8	-1	102	-12	0	99	98	101	COC(=O)C1CCN(C(=O)c2ccc(NC(C)=O)cc2)CC1
-5	95	92	-2	-2	100	-4	-5	97	102	94	Cc1nc2cc(F)ccc2n1C1CCN(C(=O)c2ccc(F)cc2F)CC1

All compounds of this part, from the start:
Bim-Bcl-B	Rac1 mut GTP	Cdc42 wt GTP	Bim-Bcl-2	Bim-Bcl-XL	Rac1 wt modul	Bim-Bfl-1	Bcl-W Bim block	HRas wt GTP	Rab7 wt modul	Rab2 wt GTP	smiles
-1	97	97	-3	0	104	0	-1	98	101	98	O=C(CSCc1c(Cl)cccc1Cl)Nc1ccc2c(c1)OCCO2
-5	99	100	-2	-4	99	-3	-1	99	98	98	C=CCSc1nnc(-c2nnc(SCC=C)n2CC)n1CC
-8	98	99	-10	3	98	-15	-2	98	95	97	CCCn1c(NCc2ccc3c(c2)OCO3)nc2ccccc21
-5	97	101	0	-5	102	-3	-3	98	97	99	CC(C)n1c(SCC(=O)Nc2nc3ccccc3s2)nc2c1c(=O)n(C)c(=O)n2C
-8	101	105	-8	-2	110	-13	0	102	102	102	CC(=O)c1ccc(NC(=O)CSCCO)cc1
-7	98	102	-8	-1	102	-12	0	99	98	101	COC(=O)C1CCN(C(=O)c2ccc(NC(C)=O)cc2)CC1
-5	95	92	-2	-2	100	-4	-5	97	102	94	Cc1nc2cc(F)ccc2n1C1CCN(C(=O)c2ccc(F)cc2F)CC1
-9	98	94	-8	-1	99	-9	0	96	97	95	CC1CCCCN1S(=O)(=O)c1ccc(C(=O)Nc2sccc2C(N)=O)cc1 (stereo not given)
-1	96	96	0	-1	92	4	-1	99	96	102	CCN1CCN(c2nc3ccccc3nc2C(C#N)C(=O)OCc2ccccc2)CC1 (stereo not given)
-9	101	101	-1	-8	104	-2	-5	99	99	98	O=C(N/N=C/c1ccco1)c1cccc([N+](=O)[O-])c1
0	95	98	1	-1	96	0	0	97	92	94	O=C(NC1CCSC1=O)c1ccc(Oc2cccc(C(F)(F)F)c2)nc1 (stereo not given)
-2	99	103	-7	-1	104	-6	0	104	106	105	O=C(CCN1c2ccccc2Sc2ccccc21)Nc1ccccc1
-3	95	97	0	1	97	-2	2	97	98	96	C=CCN(C(=O)CCC(=O)Nc1cc(C)on1)C(C(=O)NC1CCCC1)c1cccnc1 (stereo not given)
0	96	99	-4	-3	98	0	-1	100	98	99	COc1ccc(S(=O)(=O)N(CC(=O)NCC2CCCO2)c2ccc(F)cc2)cc1OC (stereo not given)
1	97	105	0	0	104	-1	0	104	99	101	COc1c(Br)cc(Br)cc1/C=N/n1c(C)nnc1C
50*	98	99	31	25	101	21	26	98	94	95	O=C(Cc1ccccc1)N/N=C/c1cccn1-c1ccc([N+](=O)[O-])cc1
1	100	102	-3	-2	101	-1	-1	99	98	101	COc1ccc(C2CC(c3cc(OC)ccc3OC)n3nnnc3N2)cc1 (stereo not given)
1	98	98	0	0	104	0	1	99	101	102	COc1ccc(OC)c(S(=O)(=O)N2CCC(C(=O)NCCC3=CCCCC3)CC2)c1
-3	98	98	-8	-1	99	-7	1	98	96	98	CC(=O)NCC1=C(NC(C)=O)C2CC1C(C)(C)C2C (stereo not given)
-11	99	100	-10	-10	102	-13	-2	99	98	98	Cc1cc(S(=O)(=O)Nc2cc(C)c(O)c(C)c2)c(C)s1
-3	93	96	0	1	100	-1	0	97	106	98	COc1ccc(NS(=O)(=O)c2cc(NC(=O)CC(=O)c3ccc([N+](=O)[O-])cc3)ccc2C)cc1
-12	98	102	-12	-6	104	-13	2	102	100	102	CN(c1ccc(OCC(=O)N2CCCCC2)cc1)S(=O)(=O)c1cccs1
-7	100	103	-8	-1	101	-13	-1	100	97	100	CCOC(=O)c1ccc(N2C(=O)CC(N(C)CCc3ccc(OC)c(OC)c3)C2=O)cc1 (stereo not given)
-6	100	102	-10	-3	100	-7	0	99	96	99	Cc1ccc(SC(C)C(=O)NCCC2=CCCCC2)cc1 (stereo not given)
-3	92	91	-3	-2	94	-5	-2	94	98	93	COc1c(O)cc2c(c1O)C(=O)CC(c1ccccc1)O2 (stereo not given)
-2	95	91	3	0	95	2	1	92	93	93	Cc1ccc(-c2csc3ncn(CC#N)c(=O)c23)cc1
0	98	100	-1	0	101	-3	-2	102	103	103	Cc1ccc(NC(=O)NCC(c2cccnc2)N2CCOCC2)cc1 (stereo not given)
0	96	97	-3	-8	98	-9	-2	99	94	97	COc1ccc(N(C(=O)Cn2nnc(-c3ccc(Cl)cc3)n2)C(C(=O)NCC2CCCO2)c2ccc(C)cc2)cc1 (stereo not given)
-8	98	97	-5	-5	102	-6	0	98	100	99	O=C(CCCc1c[nH]c2ccccc12)NCc1ccc2c(c1)OCO2
0	100	106	0	-2	103	1	-3	107	104	106	O=C(NCc1ccco1)c1cc2ccc(O)cc2oc1=O
-4	100	101	0	1	101	-1	1	99	94	98	CCc1c(C)sc(NC(=O)OC)c1C(=O)N1CCOCC1
-7	100	96	-1	-5	99	0	-3	99	99	97	COc1ccc(/C=C2\SC(=NCc3ccccc3)NC2=O)cc1
5	83	82	2	-2	84	5	0	87	88	85	O=C(CNC(=O)c1cccc(Br)c1)N/N=C/c1cc(Br)cc(Br)c1O
-2	91	95	0	-4	95	-6	0	93	96	95	Cc1ccc(NC(=O)COC(=O)/C=C/c2ccccc2)cc1S(=O)(=O)N1CCOCC1
-4	94	96	-6	-2	98	-7	2	96	98	96	Cc1c(/C=N\NC(=O)c2csc3ccccc23)cnn1C
0	96	99	-3	0	100	-7	0	97	104	98	C/C(=N\Nc1nccnc1Cl)c1ccc(F)cc1
-9	95	97	-10	-2	93	-14	-2	95	95	93	N#Cc1ccc(C23CC4CC(CC(C4)C2)C3)[nH]c1=O
-6	95	101	-5	-4	101	-8	4	102	103	101	CC(=O)c1cccc(NC(=O)C2CCCN(S(C)(=O)=O)C2)c1 (stereo not given)
-5	95	97	0	0	98	-2	-1	97	102	99	O=C(N/N=C/c1ccccn1)c1cc([N+](=O)[O-])cc([N+](=O)[O-])c1
-3	97	97	-2	-4	99	-8	-1	99	99	100	COc1cc(NC(=O)COC(=O)CSc2ccc3ccccc3c2)c(C)cc1[N+](=O)[O-]
-8	95	96	-8	-3	99	-9	0	95	102	96	O=C(c1cc2cc(Br)ccc2o1)N1CCCC1
-10	103	104	-5	-8	108	-3	-4	102	102	102	CCCn1c(NC(=O)c2ccccc2)nc2ccccc21
-5	103	105	-5	3	112	-7	7	103	101	102	Cc1ccc2[nH]cc(CCNC(=O)Nc3ccccc3)c2c1
-9	100	102	-11	-9	103	-12	-1	100	102	100	CCN(c1ccc(C)c(C)c1)S(=O)(=O)c1ccc2c(c1)CCN2C(=O)CCC(=O)O
·	95	99	?	·	102	·	·	98	97	100	C/C(=N\NC(=O)COc1cccc(Cl)c1)c1ccc2c(c1)OCCO2
0	95	96	3	-1	98	0	0	96	99	92	O=C(Nn1c(SCc2ccc([N+](=O)[O-])cc2)nc2ccccc2c1=O)c1ccc(F)cc1
-9	98	102	-6	-4	102	-8	1	103	103	101	COc1ccccc1N1CCN(C(=O)c2sc3nc(-c4ccc(F)cc4)cn3c2C)CC1
-5	102	104	-7	-5	105	-7	-3	101	99	101	Cc1cc(OCC(=O)NC(C)(C)C)ccc1Cl
-4	98	103	-1	-2	109	0	0	105	108	104	Cc1ccc(Nc2nc3ccccc3o2)cc1F
-7	100	101	-12	-22	102	-15	1	100	102	100	C=CCN1C(=O)CN=C1NCc1ccccc1
